Screening data (PubChem BioAssay)
TEAD-YAP inh: TEAD-YAP interaction inhibition. HEK-TIYL cells, TEAD-Gal4/YAP UAS-luciferase luminescence. inhibition, % at 9.12 µM. 640,000 tested, 1.4% active. AID 1259422; in the data active means inhibition above about 32%;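 further: 0% = median of test compound wells and 100% = reference inhibitor wells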
MITF primary: blocks human microphthalmia-associated transcription factor; 650,000 tested, 0.91% active; inhibition, % at 2.6 µM; AlphaScreen MITF homodimerization, bead proximity signal; O75030; in the data active means inhibition above about 50%;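 further: 0% = vehicle wells with protein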
Target sequence (O75030 whole entry, looked up): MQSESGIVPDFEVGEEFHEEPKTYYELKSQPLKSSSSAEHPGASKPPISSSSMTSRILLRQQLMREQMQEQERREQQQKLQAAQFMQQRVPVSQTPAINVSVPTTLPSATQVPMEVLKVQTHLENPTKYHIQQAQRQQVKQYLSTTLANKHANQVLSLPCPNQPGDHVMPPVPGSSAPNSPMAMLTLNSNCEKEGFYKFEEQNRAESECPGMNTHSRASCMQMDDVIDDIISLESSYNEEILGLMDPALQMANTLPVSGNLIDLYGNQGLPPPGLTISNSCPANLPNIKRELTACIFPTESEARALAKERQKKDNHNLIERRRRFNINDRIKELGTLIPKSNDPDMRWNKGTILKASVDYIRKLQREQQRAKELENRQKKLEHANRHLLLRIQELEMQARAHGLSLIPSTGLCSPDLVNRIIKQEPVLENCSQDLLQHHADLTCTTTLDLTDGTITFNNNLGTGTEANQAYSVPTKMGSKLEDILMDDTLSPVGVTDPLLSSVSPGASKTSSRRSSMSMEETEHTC
GPR151 ag: activators of human GPR151. 650,000 tested, 1% active. PathHunter beta-arrestin GPR151 cells, luminescence. Q8TDV0. activation, % at 11.2 µM; in the data active means activation above about 4.9%;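 further: 0% = median of compound wells and 100% = cells with positive control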
Target sequence (Q8TDV0 whole entry, looked up): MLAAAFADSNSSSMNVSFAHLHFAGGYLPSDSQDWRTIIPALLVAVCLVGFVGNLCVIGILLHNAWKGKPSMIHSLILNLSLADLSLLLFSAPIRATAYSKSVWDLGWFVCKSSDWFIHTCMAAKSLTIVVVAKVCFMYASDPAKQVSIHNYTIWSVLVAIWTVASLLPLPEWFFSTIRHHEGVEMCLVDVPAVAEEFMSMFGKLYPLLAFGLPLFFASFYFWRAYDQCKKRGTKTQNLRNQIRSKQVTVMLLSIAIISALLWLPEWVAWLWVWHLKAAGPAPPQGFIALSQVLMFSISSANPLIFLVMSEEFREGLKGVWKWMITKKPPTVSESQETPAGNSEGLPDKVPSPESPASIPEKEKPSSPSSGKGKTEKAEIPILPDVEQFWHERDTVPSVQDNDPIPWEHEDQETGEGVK
FBW7 act: human FBW7 E3 ligase activation, primary screen. Q969H0. AlphaScreen FBW7–phospho-cyclin E peptide binding, activator screen. normalized activity (activation), % at 26.1 µM. 650,000 tested, 0.13% active. AID 1259310; in the data active means normalized activity above about 1.9%;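 further: purified mutant Fbw7 with reduced substrate affinity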
* = called active by the depositor.

no.	Molecule	MITF primary	FBW7 act
1	CC1CCc2c(sc3nc(SCC(=O)N4CCCC4)n(-c4ccccc4)c(=O)c23)C1 (stereo not given)	5	0.1
2	OCCC1CN(Cc2ccccc2Cl)CCN1C1CCCC1 (stereo not given)	1	0.0
3	O=C1OC(c2ccc(Cl)cc2)=N/C1=C\c1ccc(F)cc1	0	-0.1
4	Cc1ccc(C(=O)NNc2ccc([N+](=O)[O-])cc2)cc1	-4	0.0
5	CC(C)CC(=O)Nc1ccc(N2CCCCC2)cc1	15	0.6
6	CCSc1nnc(NC(=O)c2sc3nc(C(F)(F)F)cc(C)c3c2N)s1	-5	-0.1
7	CC(C)C(=O)N=C1N=C2C=CC(I)=CN2Cc2ccccc21	3	0.1
8	CC(=O)Nc1ccccc1NC(=O)CCc1ccccc1	16	0.0

no.	TEAD-YAP inh	GPR151 ag
1	-6	0.6
2	0	-0.5
3	0	0.1
4	-4	-2.3
5	-51	-1.6
6	-13	2.3
7	-38	0.1
8	5	-2.2

Continuation.
no.	Molecule	MITF primary	FBW7 act
9	Cc1sc2ncnc(Nc3cc(Cl)ccc3Cl)c2c1C	-1	0.1
10	Cc1cc(OCc2nnc3n2CCCCC3)ccc1Cl	-5	-0.1
11	COC(=O)c1c(NC(=O)c2ccccc2[N+](=O)[O-])sc2c1CCC2	17	-0.2
12	O=C(Nc1ccccc1)c1cccc(Cl)n1	-6	0.1
13	CC(C)NC(=O)CCc1nc(-c2ccc(Cl)cc2)no1	-3	-0.2
14	Cc1cccc(OC(C)C(=O)Nc2ccc(C#N)cc2)c1 (stereo not given)	3	0.1
15	O=C(Nc1c2c(nn1-c1cccc(Cl)c1)CS(=O)(=O)C2)c1ccc([N+](=O)[O-])cc1	19	0.6
16	CN(CC(=O)NCc1ccc2c(c1)OCO2)S(=O)(=O)c1cc(Cl)ccc1Cl	-1	0.1

no.	TEAD-YAP inh	GPR151 ag
9	10	0.5
10	-21	2.2
11	9	0.8
12	-38	-1.8
13	-23	0.7
14	-9	0.7
15	2	0.0
16	3	0.0

Additional structures.
no.	Molecule	MITF primary	FBW7 act
17	N#C/C(=C\c1cccc(Br)c1)c1nn(CCO)c(N)c1C#N	-9	0.2
18	COc1ccc(S(=O)(=O)Nc2ccccc2C(=O)NC(C)C)cc1Br	-7	0.1
19	COc1ccc(N(CC(=O)NC(C)(C)C)C(=O)CCC(=O)Nc2ccccn2)c(OC)c1	-1	0.0
20	COc1ccc(NC(=O)c2ccc3c(=O)n(-c4ccccc4)c(SCc4cccc(Cl)c4)nc3c2)cc1OC	6	-0.1
21	O=C(Nc1ccc(Oc2ccc3c(c2)C(=O)N(CC2CCCO2)C3=O)cc1)C1CC1 (stereo not given)	0	0.2
22	Cc1cc(NC(=O)c2ncoc2-c2ccc3ccccc3c2)no1	-3	-0.1
23	O=C(Nc1ccc(S(=O)(=O)Nc2cnc3ccccc3n2)cc1)c1ccncc1	14	0.0
24	COc1ccc(C2C(C(=O)c3ccccc3)=C(Nc3ccccc3)C(=O)N2c2ccccc2)cc1OC (stereo not given)	-1	-0.1

no.	TEAD-YAP inh	GPR151 ag
17	-12	-0.9
18	-3	-0.7
19	-5	-1.1
20	4	-1.5
21	6	0.8
22	6	0.8
23	12	0.8
24	0	-0.8

Structural class, the compounds so far with a thiophene ring, fused or not (4)
no.	Molecule	MITF primary	FBW7 act
1	CC1CCc2c(sc3nc(SCC(=O)N4CCCC4)n(-c4ccccc4)c(=O)c23)C1 (stereo not given)	5	0.1
6	CCSc1nnc(NC(=O)c2sc3nc(C(F)(F)F)cc(C)c3c2N)s1	-5	-0.1
9	Cc1sc2ncnc(Nc3cc(Cl)ccc3Cl)c2c1C	-1	0.1
11	COC(=O)c1c(NC(=O)c2ccccc2[N+](=O)[O-])sc2c1CCC2	17	-0.2

no.	TEAD-YAP inh	GPR151 ag
1	-6	0.6
6	-13	2.3
9	10	0.5
11	9	0.8

Continued.
no.	Molecule	MITF primary	FBW7 act
25	COc1ccccc1CC(=O)Nc1cnc2cnc(-c3cccc(NC(C)=O)c3)cn12	-7	0.4
26	Cc1ccc(-c2nc3ncccc3o2)cc1NC(=O)c1ccc(-c2ccc(Cl)cc2Cl)o1	-8	0.0
27	Cc1ncsc1C(=O)N1CCCC(c2c(S(C)(=O)=O)cnc3ncnn23)C1 (stereo not given)	8	0.8
28	Cc1onc(-c2c(Cl)cccc2Cl)c1C(=O)N(Cc1ccccc1)C(C)C	-1	0.0
29	O=C(COc1ccc2ccccc2c1)Nc1ccccc1F	8	0.0
30	COc1cccc(NC(=O)COc2ccccc2O)c1	10	0.1
31	OC(CNc1ccccc1Cl)Cn1c2ccc(Cl)cc2c2cc(Cl)ccc21 (stereo not given)	17	0.2
32	COc1ccc(CN2CCN(c3c([N+](=O)[O-])c(=O)n(C)c4ccccc34)CC2)cc1F	7	0.0

no.	TEAD-YAP inh	GPR151 ag
25	-9	-0.6
26	0	2.0
27	9	-1.1
28	1	-1.4
29	-55	-0.4
30	-19	0.2
31	-3	0.8
32	8	0.6

(further entries)
no.	Molecule	MITF primary	FBW7 act
33	COc1ccccc1NC(=O)C1CC(=O)N(CCc2ccc(OC)c(OC)c2)C(=Nc2ccccc2)S1 (stereo not given)	5	-0.1
34	CC(C)(C)n1nc2c(c1NC(=O)c1cc(Cl)ccc1Cl)CS(=O)(=O)C2	16	-0.1
35	Cc1nc2sc3c(c2c2nnnn12)CCC3	-7	-0.1
36	NC(=O)C1CCN(C(=O)CCC(=O)N2CCOc3ccc(Cl)cc32)CC1	5	0.1
37	COc1ccc(C2(CC(=O)N(C)CC34CC5CC(CC(C5)C3)C4)CC(=O)N(C)C2=O)cc1 (stereo not given)	-5	-0.1
38	CCOc1cc(C(=O)Nc2cc(C(F)(F)F)ccc2Cl)cc(OCC)c1OCC	2	-0.1
39	Cc1cc(Cl)ccc1OCC(=O)NC1CC(C)(C)NC(C)(C)C1	-3	0.0
40	COCCNC(=O)CC(=O)N/N=C/c1ccccc1O	17	-1.6

no.	TEAD-YAP inh	GPR151 ag
33	3	-1.7
34	1	-0.7
35	-9	1.7
36	4	-0.4
37	-55	-0.3
38	-6	-0.4
39	-3	1.0
40	0	0.4

Entries by screen from the list:
TEAD-YAP inh for entries 33 to 39, in order: 3, 1, -9, 4, -55, -6, -3
FBW7 act for entries 33 to 39, in order: -0.1, -0.1, -0.1, 0.1, -0.1, -0.1, 0.0
GPR151 ag for entries 33 to 39, in order: -1.7, -0.7, 1.7, -0.4, -0.3, -0.4, 1.0

Following part:
no.	Molecule	MITF primary	FBW7 act
41	CCOC(=O)CC1(c2ccc(C)cc2)C(=O)c2ccccc2C1=O	4	0.1
42	COc1ccc2c(CC(=O)OCC(=O)c3cc(C)n(CC(F)(F)F)c3C)coc2c1	1	-0.1
43	O=C(c1nc2ccccn2c1CN1CCCN(Cc2cccs2)CC1)N1CCCC1	11	0.0
44	Nc1ncc(Br)cc1S(=O)(=O)NCc1ccc(Cl)cc1	4	0.1
45	Cc1ccc2cccc(S(=O)(=O)N3CCC(C(=O)O)CC3)c2n1	11	-0.1
46	CCOc1ccc(C2Nc3ccccc3C(C)(C)O2)cc1OC (stereo not given)	2	-0.1
47	NNC(=O)CCN1CCCCC1	5	0.0
48	CCCCCCCC(=O)Nc1ccc(C(=O)OCC(C)C)cc1	-5	-0.1

no.	TEAD-YAP inh	GPR151 ag
41	-8	-0.9
42	-6	2.4
43	8	-1.1
44	-4	0.5
45	0	-0.5
46	0	-1.4
47	0	4.0
48	-12	0.0

The listing continues.
no.	Molecule	MITF primary	FBW7 act
49	O=C(c1ccc2c(=O)n(CCC3=CCCCC3)c(=S)[nH]c2c1)N1CCC2(CC1)OCCO2	-7	0.4
50	CN1C(=O)C(=Cc2cccn2C(C)(C)C)C(=O)N(C)C1=S	14	0.2
51	Cc1nnsc1C(=O)NC(C)c1cnn(-c2ccccn2)c1C (stereo not given)	2	-0.1
52	COc1cc(C=O)c(Cl)cc1OCC(=O)Nc1ccccc1	12	-0.3
53	CCC1Sc2cc(S(=O)(=O)CCC(=O)N3CCc4ccccc43)ccc2NC1=O (stereo not given)	12	0.0
54	COc1ccc(C2C(C(=O)OCCc3ccccc3)=C(C)NC3=C2C(=O)CC(c2cccs2)C3)cc1OC (stereo not given)	0	0.0
55	Cc1cc(Cl)ccc1NC(=O)Cn1c2ccccc2c(=O)c2ccc(Cl)cc21	17	0.1
56	COc1ccccc1CNC(=O)Cc1ccc(C)cc1	-4	-0.1

no.	TEAD-YAP inh	GPR151 ag
49	1	-1.4
50	1	0.2
51	8	-0.4
52	-66	2.3
53	2	-1.0
54	1	-1.6
55	-7	-2.1
56	-12	-1.2

Further structures
no.	Molecule	MITF primary	FBW7 act
57	O=P(O)(CN1CCCCC1)C1CCCCC1O (stereo not given)	1	-0.1
58	O=C(O)Cn1nnc(-c2cccs2)n1	-1	0.1
59	COc1ccc(S(=O)(=O)NC2CC3CCC2C3)cc1Cl (stereo not given)	1	-0.2
60	COc1ccccc1/C=C/CN1CCNC(=O)C1CC(=O)NC1CCC1 (stereo not given)	-6	-0.1
61	C[C@H](O)[C@H]1NC(=O)[C@H]2CN(CC3CC3)CCN2C1=O	2	0.0
62	O=C1C2C3C=CC(C3)C2C(=O)N1CN1CCOCC1 (stereo not given)	-16	0.0
63	CCOC(=O)c1c(NC(NC(=O)c2ccccc2)(C(=O)OC)C(F)(F)F)sc(-c2ccccc2)c1C (stereo not given)	1	-0.1
64	CCS(=O)(=O)c1ncc(Cl)c(C(=O)Nc2c(C)cccc2C)n1	-12	0.6

no.	TEAD-YAP inh	GPR151 ag
57	5	-0.7
58	1	-0.7
59	-4	-0.5
60	7	0.1
61	6	1.2
62	-2	2.8
63	-4	0.4
64	-20	-1.5

Part of the list above in order of molecular weight, largest number first:
no.	Molecule	MITF primary	FBW7 act
43	O=C(c1nc2ccccn2c1CN1CCCN(Cc2cccs2)CC1)N1CCCC1	11	0.0
60	COc1ccccc1/C=C/CN1CCNC(=O)C1CC(=O)NC1CCC1 (stereo not given)	-6	-0.1
9	Cc1sc2ncnc(Nc3cc(Cl)ccc3Cl)c2c1C	-1	0.1
52	COc1cc(C=O)c(Cl)cc1OCC(=O)Nc1ccccc1	12	-0.3
59	COc1ccc(S(=O)(=O)NC2CC3CCC2C3)cc1Cl (stereo not given)	1	-0.2
46	CCOc1ccc(C2Nc3ccccc3C(C)(C)O2)cc1OC (stereo not given)	2	-0.1
3	O=C1OC(c2ccc(Cl)cc2)=N/C1=C\c1ccc(F)cc1	0	-0.1

no.	TEAD-YAP inh	GPR151 ag
43	8	-1.1
60	7	0.1
9	10	0.5
52	-66	2.3
59	-4	-0.5
46	0	-1.4
3	0	0.1

(next part)
no.	Molecule	MITF primary	FBW7 act
65	CCOC(=O)c1ccc(-c2coc3cc(OC(C)=O)c(CC)cc3c2=O)o1	11	0.1
66	COc1ccc(Nc2ncnc3c2c(-c2ccccc2)cn3-c2ccccc2)cc1OC	4	-0.2
67	COc1cc(/C=C2/C(=O)NC(=O)N(c3ccc(Cl)cc3)C2=O)cc(OC)c1O	12	0.1
68	COc1ccc(CCNc2c(Cc3ccc(Cl)cc3)c(C)c(C#N)c3nc4ccccc4n23)cc1OC	-6	0.1
69	COc1ccc(Cl)cc1C(=O)NC(C)c1ccccc1 (stereo not given)	-4	0.0
70	CCOC(=O)N1CCN(C(=S)NC(=O)c2nn(C)cc2Cl)CC1	2	0.0
71	CCOC(=O)c1ccc(NC(=O)Cn2nnc(-c3ccccc3)n2)cc1	5	-0.1
72	CCN(CC)C(=O)C1c2ccccc2C(=O)N(c2ccc(OC)cc2)C1c1ccc(OC)cc1 (stereo not given)	4	0.2

no.	TEAD-YAP inh	GPR151 ag
65	9	-1.3
66	1	1.1
67	4	16*
68	-12	-0.1
69	5	-1.1
70	-1	0.9
71	8	-0.7
72	8	0.5

Quoted from the listing.
FBW7 act result of compound 72 = 0.2
TEAD-YAP inh result of compound 69 = 5
TEAD-YAP inh result of compound 65 = 9
MITF primary result of compound 70 = 2
MITF primary result of compound 66 = 4
FBW7 act result of compound 71 = -0.1

(listing goes on)
no.	Molecule	MITF primary	FBW7 act
73	Cc1ccc(CN2CCN(C3CCCC3)CC2)cc1	38	-0.1
74	Clc1ccc(-c2csc(=Nc3ccccc3)n2Cc2cccnc2)cc1	3	-0.5
75	CCOC(=O)C(C)ON1C(=O)c2ccccc2C1=O (stereo not given)	2	0.1
76	Cc1c(C(=O)NN2CCOCC2)cccc1[N+](=O)[O-]	-5	-0.1
77	O=C(c1ccc2c(=O)n(Cc3ccccc3)c(SCc3cccc(Cl)c3)nc2c1)N1CCOCC1	25	0.2
78	COc1cc(-c2cn[nH]c2)ccc1C(=O)NC[C@H](O)c1ccccc1	13	0.0
79	COc1cc(/C=N/NC(=O)COc2ccc(Cl)cc2Cl)cc(OC)c1O	-5	0.0
80	Cc1ccc(CC2(C)C(=O)Nc3ccc(F)cc32)cc1 (stereo not given)	10	0.0
81	CCSCCOC(=O)C1=C(C)NC(=O)NC1c1cccc2ccccc12 (stereo not given)	-7	-0.4

no.	TEAD-YAP inh	GPR151 ag
73	1	1.2
74	-11	1.3
75	-7	-0.5
76	3	0.6
77	9	1.2
78	-30	-1.2
79	-42	2.2
80	-1	0.8
81	-3	-0.7
